Screens deposited in PubChem by several laboratories.
MEKK3 PB1 HTS: raises or lowers MEK5 binding to the human MEKK3 PB1 domain; AID 1529; binding response (% of control), % at 10 µM; 290,000 compounds, 1.4% hits; bead-based flow cytometry, Alexa488-MEK5 binding to MEKK3; actives lie on both sides; 0 = blocked by unlabeled MEK5, 100 = vehicle;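 active = binding response more than 3 SD above or below the average of its plate-row segment, actives on both sides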;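 also: Alexa488 bead fluorescence after subtracting the streptavidin-only scavenger bead signal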
Target sequence (Q99759 whole entry, looked up, the tested form may be a part): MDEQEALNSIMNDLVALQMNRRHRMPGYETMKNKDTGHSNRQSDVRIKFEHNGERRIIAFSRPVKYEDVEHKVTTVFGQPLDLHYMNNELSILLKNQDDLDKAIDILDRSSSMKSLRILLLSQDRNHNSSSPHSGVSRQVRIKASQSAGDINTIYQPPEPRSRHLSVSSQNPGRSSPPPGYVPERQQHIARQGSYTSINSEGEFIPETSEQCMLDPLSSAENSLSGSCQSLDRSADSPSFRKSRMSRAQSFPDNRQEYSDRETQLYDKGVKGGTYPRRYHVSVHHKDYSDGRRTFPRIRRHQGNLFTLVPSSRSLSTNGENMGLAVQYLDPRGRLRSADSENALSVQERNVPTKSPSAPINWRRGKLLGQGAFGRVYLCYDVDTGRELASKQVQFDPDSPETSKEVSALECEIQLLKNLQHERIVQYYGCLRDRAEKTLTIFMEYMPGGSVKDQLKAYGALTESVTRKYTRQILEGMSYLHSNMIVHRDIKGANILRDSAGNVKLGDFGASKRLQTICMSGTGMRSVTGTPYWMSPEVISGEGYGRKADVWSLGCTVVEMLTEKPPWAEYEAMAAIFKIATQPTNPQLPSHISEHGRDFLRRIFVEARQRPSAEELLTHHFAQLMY
VIM-2 inhibitor: inhibitors of Pseudomonas aeruginosa VIM-2 metallo-beta-lactamase; inhibition, % at 5.6 µM; 290,000 compounds, 0.89% hits; purified VIM-2, nitrocefin hydrolysis, epi-absorbance fluorescence;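 active = inhibition above the mean of all tested compounds plus 3 SD, cutoff set per screening run, cut at about 7.5% in these data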;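 also: red hydrolysis product quenches plate fluorescence so inhibitors raise well fluorescence; 0% = enzyme with DMSO and 100% = DMSO without enzyme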
PHOSPHO1 inh: inhibitors of human PHOSPHO1 phosphatase; recombinant PHOSPHO1, absorbance phosphatase assay; 290,000 compounds, 1.1% hits; inhibition, % at 13.3 µM; Q8TCT1; in the data active = inhibition above about 60%
Target sequence (Q8TCT1 whole entry, looked up): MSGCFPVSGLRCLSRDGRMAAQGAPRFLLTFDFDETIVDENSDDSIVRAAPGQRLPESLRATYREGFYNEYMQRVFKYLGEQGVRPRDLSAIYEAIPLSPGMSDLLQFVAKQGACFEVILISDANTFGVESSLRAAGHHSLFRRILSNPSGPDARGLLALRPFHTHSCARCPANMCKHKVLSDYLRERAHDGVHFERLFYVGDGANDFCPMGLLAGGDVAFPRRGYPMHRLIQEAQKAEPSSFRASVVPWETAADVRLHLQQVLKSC
NS3 helicase inh: blocks Hepatitis C virus NS3 helicase unwinding; NS3 helicase DNA unwinding, Cy5 molecular beacon fluorescence; inhibition, % at 10.9 µM; 290,000 compounds, 0.56% hits; AID 1800;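 active = inhibition above the mean of all tested compounds plus 3 SD, set per campaign, cut at about 35% in these data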;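 also: 0% = DMSO wells and 100% = thioflavine S control wells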
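System: HCV NS3 helicase fragment; control set: DMSO and thioflavine S; technique: Cy5 fluorescence at 0 and 60 min, beacon hairpin quenching; reagent: beacon DNA duplex substrate plus ATP; replicates: singlicate; schedule: 1 h reaction at 25 °C, ATP-initiated; medium: MOPS buffer pH 6.5 with MgCl2, DTT, Tween20, BSA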
pCIP destab: p/CIP protein destabilization. F442A p/CIP-EGFP cells, EGFP fluorescence, 16 h. 290,000 compounds, 0.01% hits. decrease of EGFP signal, % at 10 µM;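 active = EGFP signal decrease of at least 30% at 10 µM or well 3 SD below plate mean, unless failing retest; inactive = the rest, including hits failing retest or dose response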; also: some compounds called inactive have numbers as strong as hits; many of its hits are not listed in these tables
SUMO HTRF inh: inhibitors of human SUMOylation (UBC9); HTRF SUMOylation assay, SAE1/SAE2 + UBC9, in vitro; inhibition, % at 35 µM; 290,000 compounds, 0.36% hits; AID 2006; in the data active = inhibition above about 50%, passing the limit was not always enough; also: strong numbers were not always called active
Target sequence (P63279 whole entry, looked up): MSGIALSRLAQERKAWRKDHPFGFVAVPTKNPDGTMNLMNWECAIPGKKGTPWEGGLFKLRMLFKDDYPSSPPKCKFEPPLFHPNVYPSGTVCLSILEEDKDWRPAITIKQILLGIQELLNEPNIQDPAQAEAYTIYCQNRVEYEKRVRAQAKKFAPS
IDE cell activ: IDE (human) activation, cell-based. P14735. HEK cells, FAbeta-B cleavage, fluorescence polarization; 0% vehicle, 100% cell-free pure enzyme wells. activation, % at 5.96 µM. 340,000 compounds, 0.073% hits;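 active = activation above the mean of all tested compounds plus 3 SD, set per screening campaign, cut at about 17% in these data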
IMP-1 inhibitor: blocks Pseudomonas aeruginosa IMP-1 metallo-beta-lactamase; purified IMP-1, nitrocefin hydrolysis, epi-absorbance fluorescence; inhibition, % at 5.6 µM; 290,000 compounds, 0.45% hits;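 active = inhibition above the mean plus 3 SD of all compounds in the same screening run, cut at about 4.5% in these data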;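 also: 0% = IMP-1 with DMSO and 100% = DMSO wells lacking enzyme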
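System: purified recombinant IMP-1 beta-lactamase. Medium: Zinc- and detergent-supplemented HEPES buffer, pH 7.1. Compound: one 5.6 µM dose […]. Schedule: 15 min preincubation plus 25 min reaction at 25 °C. Technique: Epi-absorbance fluorescence, 480 nm excitation, 530 nm emission.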
DNA FID counter: counter-screen for HCV NS3 helicase inhibitors: DNA intercalator displacement; inhibition, % at 7.9 µM; AID 1845; DNA fluorescent intercalator displacement, fluorescence; 290,000 compounds, 0.17% hits; in the data active = inhibition above about 37%;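 also: 0% = vehicle and 100% = reference compound; higher means more ethidium bromide displaced from hairpin DNA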
Starred values were filed as active, the others as inactive; / = no result given.

SMILES	MEKK3 PB1 HTS	VIM-2 inhibitor	PHOSPHO1 inh	NS3 helicase inh	pCIP destab	SUMO HTRF inh	IDE cell activ	IMP-1 inhibitor	DNA FID counter
Oc1[nH]c2ccc(Br)cc2c1N=Nc1ccc(F)cc1	110	-0.8	/	-10	-20	22	7	-3.4	11
Cc1nc(-c2ccc(C(=O)N3CCCC3)cc2)cs1	100	1.3	14	2	-1	2	4	-0.6	-15
COc1cccc(N2C(=O)Nc3ccccc3C2(O)C(=O)NCc2ccc3c(c2)OCO3)c1 (stereo unspecified)	123*	-1.9	33	9	-6	5	-2	-2.1	-11
COc1ccc(C(CC(=O)O)NC(=O)c2ccccc2)cc1OC (stereo unspecified)	105	0.1	0	3	14	4	3	-3.4	-2
COc1ccc(C2=C(CC(=O)O)C(=O)CC2)cc1	103	2.0	-7	7	-7	3	3	-0.2	5
CC1CN(C(=O)CSc2cn(CC(=O)N3CCOCC3)c3ccccc23)CC(C)O1 (stereo unspecified)	101	-5.2	36	1	-1	/	6	-0.5	-19
COc1ccc(S(=O)(=O)NC(C)C(=O)N2CCCC2)cc1Cl (stereo unspecified)	92	0.4	-6	2	4	3	6	-0.4	-4
CCCc1cc(=O)[nH]c(Nc2ccc(OC)c(Cl)c2)n1	98	-2.3	19	17	15	-8	-3	0.2	-10
CC(C)N1CCC(N2CCN(C3CCCCCC3)CC2CCO)CC1 (stereo unspecified)	99	-1.8	-24	14	10	-6	0	-1.3	7
CCCN1C2CCCC1CC(NC(=O)C1CCCCC1)C2 (stereo unspecified)	89	-0.4	-15	3	3	-23	-5	-3.9	-3
COc1ccc(CCN(C)Cc2cccc3ccccc23)cc1OC	102	-2.2	8	-9	-19	12	2	-3.2	1
CCCn1c(CN2CCCCC2CC)nc2c1c(=O)n(C)c(=O)n2C (stereo unspecified)	104	0.3	30	-3	-2	3	8	-0.5	-3
CO/N=C(\Cn1ncc(NC2CCCCC2)c(Br)c1=O)c1ccc(Cl)cc1	101	-1.5	-17	-5	-2	-6	4	-1.4	-29
COc1cccc(-n2cc(CN(C)Cc3nc(Cc4ccccc4)no3)cn2)c1	100	-0.7	37	0	-9	-6	0	-1.9	-22
CCOC(=O)c1c(C)c(C(=O)Nc2ccc(F)cc2)c(C)n1C	106	-2.4	-5	7	6	21	2	-1.2	4
CC1CN(C(=O)c2ccc(C(=O)c3ccccc3)cc2)CC(C)O1 (stereo unspecified)	94	-2.8	-15	2	1	19	3	-3.2	-19
CCOC(=O)c1sc2nc(CC(=O)OC)nc(N3CCN(c4ccc(OC)cc4)CC3)c2c1C	106	-3.4	16	-4	-8	-10	-13	-3.9	-18
CC(C(=O)NC(=O)NC1CCCCC1)N1CCN(C(c2ccccc2)c2ccccc2)CC1 (stereo unspecified)	/	-1.5	-7	-3	2	-2	2	-1.2	-2
CC(=O)c1ccc2c(c1)C1C=CCC1C(c1ccc(S(=O)(=O)N3CCOCC3)cc1)N2 (stereo unspecified)	115	-3.4	-12	10	-11	40	7	-2.5	-11
O=C(O)CCn1c(=S)n(CCC(=O)O)c2ccccc21	91	-2.2	15	-3	-10	27	-2	-4.0	2

Results in PHOSPHO1 inh and IDE cell activ, for some of the entries so far:
Compound,PHOSPHO1 inh,IDE cell activ
COc1ccc(CCN(C)Cc2cccc3ccccc23)cc1OC,8,2
CCCn1c(CN2CCCCC2CC)nc2c1c(=O)n(C)c(=O)n2C (stereo unspecified),30,8
CO/N=C(\Cn1ncc(NC2CCCCC2)c(Br)c1=O)c1ccc(Cl)cc1,-17,4
COc1cccc(-n2cc(CN(C)Cc3nc(Cc4ccccc4)no3)cn2)c1,37,0
CCOC(=O)c1c(C)c(C(=O)Nc2ccc(F)cc2)c(C)n1C,-5,2

MEKK3 PB1 HTS: hit marks shown above
SMILES	MEKK3 PB1 HTS	VIM-2 inhibitor	PHOSPHO1 inh	NS3 helicase inh	pCIP destab	SUMO HTRF inh	IDE cell activ	IMP-1 inhibitor
COc1cccc(N2C(=O)Nc3ccccc3C2(O)C(=O)NCc2ccc3c(c2)OCO3)c1 (stereo unspecified)	123*	-1.9	33	9	-6	5	-2	-2.1

Continued.
SMILES	MEKK3 PB1 HTS	VIM-2 inhibitor	PHOSPHO1 inh	NS3 helicase inh	pCIP destab	SUMO HTRF inh	IDE cell activ	IMP-1 inhibitor	DNA FID counter
CCOC(=O)c1ccc(-c2csc(NC(=O)CN3CCC(C)CC3)n2)cc1	98	-2.4	19	-43	-6	14	-1	-5.1	-2
O=C(CCC(=O)N(c1ccc(F)cc1)C(C(=O)NC1CCCC1)c1ccncc1)Nc1cccnc1 (stereo unspecified)	92	-0.5	-4	1	-1	16	1	-1.2	-5
CCN(CCCNC(=O)c1c(C)cc(=O)oc1C)c1ccccc1	113	-2.7	-6	7	-7	4	-1	-1.6	-10
O=C(OCC(=O)N1CCN(C(=O)c2ccco2)CC1)c1cc(-c2ccc(Cl)c(Cl)c2Cl)nc2ccccc12	95	-3.8	20	-7	-1	-36	-1	-4.1	-3
O=C(NCCN1CCCC1)c1ccc(Br)cc1	100	1.5	-29	13	11	6	0	-1.0	2
COCCN1Cc2cccc(C(=O)Nc3ccc(C)c(C)c3)c2C1=O	104	-1.7	-9	4	8	-2	-1	-1.3	-6
COc1ccc(NC(=O)CN2CCN(CC(=O)Nc3cc(OC)cc(OC)c3)CC2)cc1	100	/	-5	/	-1	28	1	/	/
CC(=O)N1CCN(C2=NC(=O)/C(=C\c3cccs3)S2)CC1	95	-2.3	41	-6	-12	4	2	-1.9	-5
CCOC(=O)C1=C(CSc2nc(-c3ccccc3)ccc2C#N)OC(N)=C(C#N)C1c1cccnc1 (stereo unspecified)	105	-1.1	80*	6	-50	27	-5	-1.6	-25
CCOC(=O)c1ccc(NC(=O)c2nc[nH]c2C(=O)N[C@@H](CC(C)C)C(=O)OC(C)(C)C)cc1	82	/	25	/	-15	-2	9	/	/
Cc1cc(C)n(Cc2ccc(NC(=O)c3c([N+](=O)[O-])c(C)nn3C)cc2)n1	104	-2.3	21	-4	0	2	1	-2.4	-13
CSC1=N/C(=C\c2ccccc2)C(=O)N1C	97	-3.1	24	-2	9	-6	-5	-1.9	-2
NC1=NS(=O)(=O)NC1c1cccc(F)c1 (stereo unspecified)	104	-2.4	9	-12	1	-12	3	-1.2	-5
Nc1nc2n(n1)C(c1ccccc1Cl)CC(c1ccc(F)cc1)N2 (stereo unspecified)	85	-5.4	4	-4	-9	27	12	-3.9	-15
CN(c1ccc(C(=O)NCCC2=CCCCC2)cc1)S(C)(=O)=O	100	1.6	7	4	-8	-3	4	0.3	-18
Cc1cc(=O)n2nc(N3CCCC(C(=O)NCc4ccco4)C3)sc2n1 (stereo unspecified)	101	0.4	11	-6	3	4	2	-2.9	0
CCc1ccc(/C=C2/C(=O)NC(=O)N2C(C)=O)cc1	105	-2.9	/	18	-2	14	3	-3.0	-7
O=C(NCc1ccc2c(c1)OCO2)c1nn2cccnc2c1Cl	102	-4.5	-26	0	2	2	4	-4.3	-2
COc1ccc(/C=N/OCC(=O)N2CC3(C)CC2CC(C)(C)C3)cc1 (stereo unspecified)	105	-7.3	43	2	6	9	4	-1.6	-29
O=S(=O)(c1cccc(-c2nn3c(-c4ccncc4)nnc3s2)c1)N1CCOCC1	103	-0.3	-25	0	-24	21	/	-1.6	6
CCOC(=O)c1ccc(NS(=O)(=O)c2ccc(SC)cc2)cc1	103	-3.9	-14	-5	0	-1	0	-3.5	-11
Cc1ccc(NC(=O)CN2CCC(C(N)=O)CC2)cc1[N+](=O)[O-]	98	-3.7	15	0	-2	17	-4	-2.4	-4
COc1ccc(-c2ccc(-c3nnn(CC(C)=O)n3)cc2)cc1	100	-3.7	39	2	3	4	-2	2.5	-3
COc1ccc(NC2c3ccccc3C(=O)N2c2cccnc2)cc1Cl (stereo unspecified)	105	-2.3	-6	6	3	13	1	-2.9	-23
CCOc1ccc(-c2nnc(N3CCOCC3)c3ccccc23)cc1	98	-1.1	39	-11	-11	11	0	-2.6	-40
CSc1cccc(NC(=O)CC(C)n2ccnc2)c1 (stereo unspecified)	103	1.3	22	1	-12	19	0	1.4	-3
CC(=O)Nc1ccc(S(=O)(=O)NCC2CCC(C(=O)NCCC3=CCCCC3)CC2)cc1 (stereo unspecified)	99	-3.8	0	-6	-1	17	-2	-1.3	-24
N#Cc1nc(-c2ccc([N+](=O)[O-])cc2)oc1N1CCCCC1	103	0.0	33	-1	3	-11	-1	-3.0	-2
COc1cccc(-n2c(C)nnc2SCC#N)c1	101	-3.5	18	-4	5	6	-6	-2.9	-4
Cn1c(=O)c2c(nc(Oc3ccccc3Br)n2C)n(C)c1=O	101	10.0*	25	5	-1	-7	2	-2.9	-27
CCCc1cc(C(=O)Cc2ccc(F)cc2)c(O)cc1O	102	-3.4	-11	17	-8	8	2	2.4	-7
COc1ccc(-n2nc(C(=O)NCC(=O)N3CCN(c4ccccc4OC)CC3)c3ccccc3c2=O)c(OC)c1	97	-0.1	28	-2	2	8	3	-1.3	-45
CS(=O)(=O)N(Cc1ccccc1)c1ccc(C(=O)Nc2ccc3c(c2)OCO3)cc1	103	0.6	10	-10	0	0	1	-1.8	-20
COCCCNC(=O)c1ccc2c(c1)CCN2S(C)(=O)=O	104	0.4	-26	3	2	4	5	-3.4	2
CCOC(=O)N1CCC(N2CC34C=CC(O3)C(C(=O)Nc3ccc(OCC)cc3)C4C2=O)CC1 (stereo unspecified)	88	-3.7	-13	0	-11	5	11	-1.5	-21
CCCCOC(=O)c1cc(=O)[nH]c2ccc(C)cc12	103	-4.2	25	6	-6	21	2	-2.9	-8
N=c1sccn1CC(=O)Nc1ccc2c(c1)CCC2	96	-2.2	9	1	-3	14	-2	-5.6	11
COc1ccc(CN(CC(=O)NCc2ccccc2)C(=O)CCC(=O)Nc2ccccn2)cc1	98	-0.4	52	4	-12	-4	3	0.9	-33
COc1cc(OC)c(OC)cc1CNCc1ccco1	106	-2.7	26	10	-34	11	-3	-1.7	-7
Cc1ccc(-n2ncc3c(=O)n(CC(N)=O)cnc32)cc1	104	0.8	24	-7	7	22	-2	0.6	-2
CCNc1nc(NC(C)C)nc(N(C#N)CCOc2ccc(Cl)cc2Cl)n1	101	-5.6	-31	-42	-3	-7	2	-0.3	-7
CCc1ccc(CNC(=O)C2CCN(S(=O)(=O)N3CCC4(CC3)OCCO4)CC2)cc1	103	-3.1	-7	-4	10	-14	3	-2.6	-30
C/C(=N\OCC(=O)Nc1ccccc1C(=O)O)c1cccs1	100	-0.3	10	-3	-1	3	-2	-0.3	-11
O=C(O)CCCn1cc(NC(=O)COc2ccc(F)cc2)cn1	102	-1.2	14	8	8	-11	3	-1.7	-3
O=C(c1ccccc1)c1ccccc1N/C=C/c1nnnn1-c1ccccc1	107	-0.1	-1	-9	8	3	0	-0.6	-9
O=C1C(Nc2ccccc2)=C2CCCC=C2N1c1ccccc1	104	-0.9	12	-7	-13	15	2	-0.4	-2
CC1CC(C)CN(S(=O)(=O)c2cc3c4c(c2)C(C)C(=O)N4CCC3)C1 (stereo unspecified)	98	-1.1	36	4	-5	/	0	-2.2	-36

A portion of the library; the hit share may differ from the screen's.
